Bcl-B Bim block = inhibitors of Bim-Bcl-B binding, primary screen, biochemical, multiplexed, human Bcl-2 family; 190,000 tested, 0.073% active; bead-based flow cytometry, Bim peptide-Bcl-B binding; inhibition, % at 10 µM; Bcl-2-like protein 10 (Homo sapiens), Q9HD36;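 further: 0% = tracer peptide without compound and 100% = reference inhibitor peptide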
RGS7-Gao reg = RGS7-Galphao binding modulators, primary screen, biochemical, multiplexed bead flow cytometry | actives lie on both sides | binding response (% of control), % at 10 µM | 220,000 tested, 0.35% active | AID 1439, 2008; in the data active means binding response below about 49% or above about 150%; inconclusive means no clear call, values can overlap the other calls; inactive means in between;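 further: fluorescent Galphao held in activated GDP-AlF4 state binding bead-coupled RGS7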
ABCB1 inh = ABCB1 efflux pump inhibitors, primary screen, cell-based, multiplex, flow cytometry, ABCG2 counter-screen | inhibition, % at 6.6 µM | 190,000 tested, 0.067% active | CCRF-Adr cells, JC-1 efflux | AID 1326, 2008 | ATP-dependent translocase ABCB1 (Homo sapiens), P08183; in the data active means inhibition above about 40%;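 further: 0% = vehicle and 100% = reference inhibitor; higher value means more JC-1 retained so stronger ABCB1 efflux block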
Target sequence (P08183 whole entry, looked up): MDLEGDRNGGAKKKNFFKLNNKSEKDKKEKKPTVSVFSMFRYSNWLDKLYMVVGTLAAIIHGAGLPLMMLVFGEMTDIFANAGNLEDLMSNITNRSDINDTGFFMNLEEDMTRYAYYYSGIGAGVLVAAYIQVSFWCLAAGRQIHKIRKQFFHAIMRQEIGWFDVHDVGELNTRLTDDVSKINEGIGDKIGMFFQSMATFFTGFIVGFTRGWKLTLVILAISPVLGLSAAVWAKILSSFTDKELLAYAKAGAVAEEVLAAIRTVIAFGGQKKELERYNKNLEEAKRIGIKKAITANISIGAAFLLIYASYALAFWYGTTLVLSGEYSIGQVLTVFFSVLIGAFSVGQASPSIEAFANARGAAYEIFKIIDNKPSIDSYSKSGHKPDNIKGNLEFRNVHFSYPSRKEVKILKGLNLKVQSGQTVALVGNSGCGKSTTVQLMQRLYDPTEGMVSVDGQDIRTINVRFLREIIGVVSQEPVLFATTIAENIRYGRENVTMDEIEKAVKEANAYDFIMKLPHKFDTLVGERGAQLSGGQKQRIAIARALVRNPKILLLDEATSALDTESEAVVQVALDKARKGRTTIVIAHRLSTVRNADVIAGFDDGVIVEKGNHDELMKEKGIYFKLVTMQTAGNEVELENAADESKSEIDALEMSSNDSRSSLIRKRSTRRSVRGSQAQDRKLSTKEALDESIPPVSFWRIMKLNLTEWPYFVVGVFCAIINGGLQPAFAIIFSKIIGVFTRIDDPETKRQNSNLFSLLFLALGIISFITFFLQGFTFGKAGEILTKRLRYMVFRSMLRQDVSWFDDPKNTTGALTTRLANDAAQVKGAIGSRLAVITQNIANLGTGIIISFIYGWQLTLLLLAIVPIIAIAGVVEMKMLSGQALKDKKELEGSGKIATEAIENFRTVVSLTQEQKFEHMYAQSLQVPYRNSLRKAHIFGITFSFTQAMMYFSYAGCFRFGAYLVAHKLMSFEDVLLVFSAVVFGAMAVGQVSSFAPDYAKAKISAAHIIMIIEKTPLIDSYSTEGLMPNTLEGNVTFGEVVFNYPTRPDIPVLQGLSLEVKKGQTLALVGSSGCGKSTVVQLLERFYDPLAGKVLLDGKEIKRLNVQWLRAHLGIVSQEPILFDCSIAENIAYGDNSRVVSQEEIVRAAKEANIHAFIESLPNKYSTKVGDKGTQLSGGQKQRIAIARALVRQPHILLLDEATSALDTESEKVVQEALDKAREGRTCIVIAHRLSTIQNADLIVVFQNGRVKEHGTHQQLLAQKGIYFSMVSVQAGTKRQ
Bim-Bcl-2 = inhibitors of Bim-Bcl-2 binding, primary screen, biochemical, multiplexed, human Bcl-2 family; Bead-based flow cytometry, Bim peptide-Bcl-2 binding; inhibition, % at 10 µM; 190,000 tested, 0.06% active; in the data active means inhibition above about 40%; inconclusive means no clear call, values can overlap the other calls;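 further: 0% = no compound wells with probe peptide and 100% = reference peptide inhibitor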
Bim-Bcl-W = inhibitors of Bim binding to Bcl-W, primary screen, biochemical, multiplexed, bead-based flow cytometry | Bcl-2-like protein 2 (Homo sapiens), Q92843 | Bim peptide-Bcl-W binding | inhibition, % at 10 µM | 190,000 tested, 0.02% active;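 further: 0% = bound tracer without compound and 100% = peptide blocker; higher means less fluorescent Bim peptide bound to Bcl-W beads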
GSH bead fluor = compound fluorescence on glutathione beads, profiling panel, artefact control, biophysical, 488/530 nm, flow cytometry. GSH beads flow cytometry, compound fluorescence 488/530 nm; hits give high values. fluorescence (KMESF) at 10 µM. 190,000 tested, 0.25% active. AID 1776, 2009; in the data active means fluorescence above about 89;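 further: glutathione beads carrying GST-tagged Bcl family fusion proteins plus one bare bead set; values are compound well signal with DMSO vehicle wells as background; inactives centre near 16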
RGS4-Gao reg = modulators of RGS4 binding to Galphao, primary screen, biochemical, multiplexed bead flow cytometry; actives lie on both sides; binding response (% of control), % at 10 µM; 220,000 tested, 0.33% active; AID 1415, 2008; in the data active means binding response below about 49% or above about 150%; inactive means in between;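 further: fluorescent Galphao activated with aluminum fluoride binding bead-coupled RGS4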
Bfl-1 Bim block = inhibitors of Bim binding to Bfl-1, primary screen, biochemical, multiplexed, bead-based flow cytometry. Bim-Bfl-1 binding inhibition. inhibition, % at 10 µM. 190,000 tested, 0.12% active. AID 1008, 2008;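 further: 0% = wells without compound plus tracer and 100% = blocker peptide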
ABCG2 inh = ABCG2 efflux pump inhibitors, primary screen, multiplex with ABCB1, IgMXP3 cells, flow cytometry | Broad substrate specificity ATP-binding cassette transporter ABCG2 (Homo sapiens), Q9UNQ0 | JC-1 efflux | inhibition, % at 6.6 µM | 190,000 tested, 0.1% active;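 active means inhibition above 80%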;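 further: 0% = DMSO and 100% = nicardipine control wells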
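System: two drug-resistant human cell lines, ABCG2 and ABCB1; controls: nicardipine high and DMSO low controls; times: 10 min exposure at 25 °C with rotation, no wash; detection: flow cytometry of retained JC-1 fluorescence; read-out basis: percent efflux inhibition, scaled nicardipine 100% to DMSO 0%; doses: one concentration, 6.6 µM final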
Bim-Bcl-XL = inhibitors of Bim-Bcl-XL binding, primary screen, biochemical, multiplexed, bead flow cytometry, human Bcl-XL; Bim peptide-Bcl-XL binding, fluorescence; inhibition, % at 10 µM; 190,000 tested, 0.04% active
RGS8-Gao = RGS8-Galphao binding modulators, primary screen, biochemical, multiplexed bead flow cytometry. actives lie on both sides. response (percent of control binding), % at 10 µM. 220,000 tested, 0.34% active; in the data active means response below about 60% or above about 140%; inactive means in between;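 further: Galphao activated as the GDP aluminium fluoride complex binding bead-coupled RGS8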
The depositor's hits bear a star; ? = inconclusive. Unless noted, no stated cut-off is given here; in the data, active means inhibition above about 40%. An unsorted share of the library. Share with any hit: about 1.1%.

SMILES	Bcl-B Bim block	RGS7-Gao reg	ABCB1 inh	Bim-Bcl-2	Bim-Bcl-W	GSH bead fluor	RGS4-Gao reg	Bfl-1 Bim block	ABCG2 inh	Bim-Bcl-XL	RGS8-Gao
COCCNc1c2c(nc3c(-c4ccccc4)c(C)nn13)CCCC2	-5	100	0.7	-5	-3	17	104	-1	3	-6	102
Cc1cccc(NC(=O)c2ccc3c(Cl)c4c(nc3c2)CCCC4)n1	-5	?	1.4	-3	-3	16	95	-6	6	-3	97
CN(CC(O)Cn1c2ccccc2c2ccccc21)S(C)(=O)=O (configuration not stated)	0	103	0.2	-3	0	12	101	-5	1	0	96
O=[N+]([O-])c1ccc(Cl)cc1Sc1cccc2cccnc12	0	102	2.3	-2	-2	28	103	0	10	-3	105
O=C(/C(C=Nc1ccc(Br)cc1)=C(/O)c1ccco1)C(F)(F)F	-20	96	0.2	-3	-5	18	103	5	3	-12	101
CCOc1ccccc1Nc1nnc(SCC(=O)Nc2cccc(S(=O)(=O)NC3=NCCCCC3)c2)s1	-8	106	0.1	-4	-1	10	104	-2	0	-7	85
CCOc1ccc(NC(=S)N(CCCN2CCCC2)Cc2cccn2Cc2ccc(Cl)cc2)cc1	-2	99	1.9	2	0	12	96	0	2	-1	96
Cc1cc(NCCC(C)C)n2nc(C)c(-c3ccccc3)c2n1	0	101	1.1	-2	6	20	99	-3	5	11	100
CC(C)(C)N1C(=O)Cc2c1nc(N)c1c(N)nc(N3CCCCC3CO)c(C#N)c21 (configuration not stated)	1	97	0.0	1	2	14	98	8	0	1	98
CCOc1ccc(NC(=S)N2CCC(c3nc4ccccc4[nH]3)CC2)cc1	-1	102	0.4	1	-1	17	101	-3	6	0	100
Fc1ccc(Cn2cccc2C2=NC(c3ccccc3)CO2)cc1 (configuration not stated)	-3	109	-0.3	-6	-5	9	111	-6	0	-4	130
Cc1cc(-c2ccco2)n2c(nc3ccccc32)c1C#N	2	96	1.3	2	1	19	89	0	3	0	96
O=C(CCSCCc1ccccn1)Nc1cccc([N+](=O)[O-])c1	-5	107	0.5	-2	-3	9	100	-8	14	-2	96
C/C(=N\NC(=O)CC1N=C(Cc2ccccc2)NNC1=O)c1ccc(C)cc1 (configuration not stated)	-2	100	0.3	1	0	12	103	-3	1	-1	100
CCOC(=O)CC(c1ccc(N)cc1)n1c(C)ccc1C (configuration not stated)	27	107	1.6	3	-1	7	101	3	1	-1	103

Sorted by count of non-hydrogen atoms (largest number first): some entries from above.
SMILES	Bcl-B Bim block	RGS7-Gao reg	ABCB1 inh	Bim-Bcl-2	Bim-Bcl-W	GSH bead fluor	RGS4-Gao reg	Bfl-1 Bim block	ABCG2 inh	Bim-Bcl-XL	RGS8-Gao
C/C(=N\NC(=O)CC1N=C(Cc2ccccc2)NNC1=O)c1ccc(C)cc1 (configuration not stated)	-2	100	0.3	1	0	12	103	-3	1	-1	100
CCOc1ccc(NC(=S)N2CCC(c3nc4ccccc4[nH]3)CC2)cc1	-1	102	0.4	1	-1	17	101	-3	6	0	100
O=[N+]([O-])c1ccc(Cl)cc1Sc1cccc2cccnc12	0	102	2.3	-2	-2	28	103	0	10	-3	105

(continued)
SMILES	Bcl-B Bim block	RGS7-Gao reg	ABCB1 inh	Bim-Bcl-2	Bim-Bcl-W	GSH bead fluor	RGS4-Gao reg	Bfl-1 Bim block	ABCG2 inh	Bim-Bcl-XL	RGS8-Gao
COc1ccc(/C=C(/NC(=O)c2ccc([N+](=O)[O-])cc2)C(=O)NCCCN(C)C)cc1	0	92	-0.2	0	0	73	92	0	-1	3	97
Cc1nc2ccccc2c2oc(C(=O)NCCN3CCCCC3C)cc12 (configuration not stated)	-3	104	-0.5	-5	2	18	102	-10	0	-3	102
COc1ccc(C2C(C#N)C(C#N)N3CCCN23)cc1 (configuration not stated)	-3	99	0.2	0	-2	63	99	-6	0	0	97
CC(C)CCN(C(=S)Nc1cccc(F)c1)C(C)c1cccs1 (configuration not stated)	-1	99	-1.0	0	-3	12	102	5	5	-3	98
CC1=C(C(N)=O)C(c2ccncc2)n2nc(-c3ccccc3Cl)nc2N1 (configuration not stated)	-5	101	-3.1	-6	1	23	100	-9	-5	-3	99
CCOC(=O)c1c(Cc2ccc(Cl)cc2)c[nH]c1C	-16	101	0.2	-11	-10	25	102	-19	3	-14	100
CC(CN1CCNCC1)(NS(=O)(=O)c1ccccc1)c1ccccc1 (configuration not stated)	-10	103	-3.5	-8	-4	31	108	-8	-5	8	102
Cc1ccc(C(c2sc3ncnn3c2O)N2CCCCC2)cc1 (configuration not stated)	-5	101	-0.8	-7	2	19	102	-9	-1	-5	103
CCOC(=O)Cc1c(C)nc2c(C#N)c(C)nn2c1C	-2	99	0.5	0	-2	12	99	0	3	0	101
Cc1ccc(-c2nn(-c3ccccc3)cc2CN(Cc2ccccc2)C(=O)CCC(=O)O)o1	-6	91	0.2	-3	-1	46	96	-7	1	-3	94
COc1cccc(C(=O)CN2C3=NCCCN3c3ccccc32)c1	-4	103	0.4	-5	-3	23	105	-6	4	-2	101
COc1ccccc1NC(=O)CN1CCN(c2ccccn2)CC1	-1	98	1.9	0	-3	14	96	-3	12	-4	93
CCCCCn1c(CNC(C)=O)nc2ccccc21	-9	101	0.2	-8	-3	36	99	-13	-1	-8	103
CCN(CC)CCNc1nc2ccccc2n1C	-6	100	0.2	-9	3	41	100	-10	0	9	99
O=C(Nc1ccc(Cl)c(C(F)(F)F)c1)C1CCCN(S(=O)(=O)c2cnc[nH]2)C1 (configuration not stated)	0	91	0.3	2	1	35	91	-2	13	1	100
CCOc1ccccc1OCCCOc1ccc([N+](=O)[O-])cc1Cl	-1	86	0.1	-3	-1	10	87	-4	3	-3	92
CC1(C)CC(NC(=O)COc2ccc([N+](=O)[O-])cc2)CC(C)(C)N1	22	95	4.7	14	6	6	96	-1	16	30	95
CCOC(=O)C1=C(C)NC(=S)NC1c1ccc(C)s1 (configuration not stated)	-9	?	1.2	-8	-1	16	97	-1	12	-1	96
CCCOC(=O)c1ccc(Oc2c(-c3ccc(OC)cc3O)n[nH]c2C)cc1	1	102	-0.1	0	-6	19	104	2	0	-12	104
Cc1ccc(CSc2nc3ccccc3cc2C=O)cc1	0	93	-0.4	-4	0	20	96	-1	0	0	96
Cc1ccc(NC(=O)/C=C/c2cccc([N+](=O)[O-])c2)nc1	-3	?	0.4	-4	-1	12	95	-5	3	-2	98
COc1ccc(CNC(=S)NCc2ccc(OC(C)C)cc2)cc1	-10	98	0.1	-8	-6	14	98	-14	0	-10	99
Cc1nn2cc(-c3ccc(-c4ccccc4)cc3)nc2s1	2	97	0.2	4	-1	4	96	3	1	0	99
CCCCc1c(C)c(C#N)c2nc3ccccc3n2c1Cl	-11	95	-0.2	-8	-5	16	97	-15	-3	-5	97
CN1C(=O)/C(=N\OC(=O)c2ccccc2Cl)c2ccccc21	0	107	0.9	0	-6	11	104	-1	9	1	101
CCCCNC(=O)c1ccc(SCC(=O)N(CC)CC)c([N+](=O)[O-])c1	-2	101	1.0	-5	1	14	106	-8	7	-3	101
CCc1ccc(NC(=O)c2ccc(F)c(S(=O)(=O)NCC3COc4ccccc4O3)c2)cc1 (configuration not stated)	-20	104	-0.2	-10	-11	10	100	-2	2	-14	101
CCOC(=O)C1CCCN(C(=O)CSc2nccn2C)C1 (configuration not stated)	-8	98	-0.8	-9	-3	27	99	-17	3	-7	100
O=[N+]([O-])c1ccc(Cc2ccncc2)cc1	-2	102	0.2	-2	0	10	101	-7	2	0	104
O=c1cc(N2CCN(c3ccccc3F)CC2)[nH]c(=O)n1-c1ccc(Br)cc1	-7	93	-1.1	-3	-2	17	97	-10	1	-7	98
CC(C)N(C#N)c1nc(N2CCOCC2)nc(N2CCOCC2)n1	-5	104	0.2	-1	0	13	104	4	2	1	106
CCOC(=O)c1cccnc1SCC(=O)NC(C)CC (configuration not stated)	-6	102	0.9	-12	-3	24	103	-25	18	-10	101
CC(=O)N1C(C)(C)CC(=NOC(=O)c2ccc(C)cc2)CC1(C)C	0	105	0.0	-1	2	18	99	-3	1	-3	103
Cn1c(=O)c(=O)n(C)c2cc(S(=O)(=O)Nc3ccc4c(c3)OCCO4)ccc21	-6	102	0.2	-6	0	41	102	-3	2	-7	106
CC1(C)CC(=O)C=C(NNC(=O)c2ccc(N)cc2)C1	-2	96	-0.6	1	0	5	96	0	-3	-4	103
CCC(=O)NCCSc1c[nH]c2ccccc12	-9	98	0.5	-11	2	10	103	-9	0	-4	103
O=C(COC(=O)CCSc1ccccc1)NCc1ccc(F)cc1	-5	98	0.1	-1	-4	11	98	-4	1	-4	102

Reformatted comma-delimited: 5 of the compounds above.
Molecule,Bcl-B Bim block,RGS7-Gao reg,ABCB1 inh,Bim-Bcl-2,Bim-Bcl-W,GSH bead fluor,RGS4-Gao reg,Bfl-1 Bim block,ABCG2 inh,Bim-Bcl-XL,RGS8-Gao
O=C(COC(=O)CCSc1ccccc1)NCc1ccc(F)cc1,-5,98,0.1,-1,-4,11,98,-4,1,-4,102
Cn1c(=O)c(=O)n(C)c2cc(S(=O)(=O)Nc3ccc4c(c3)OCCO4)ccc21,-6,102,0.2,-6,0,41,102,-3,2,-7,106
CCOC(=O)c1cccnc1SCC(=O)NC(C)CC (configuration not stated),-6,102,0.9,-12,-3,24,103,-25,18,-10,101
CCC(=O)NCCSc1c[nH]c2ccccc12,-9,98,0.5,-11,2,10,103,-9,0,-4,103
CC(C)N(C#N)c1nc(N2CCOCC2)nc(N2CCOCC2)n1,-5,104,0.2,-1,0,13,104,4,2,1,106

Compound activity: PubChem BioAssay, NMMLSC
